POLH inh – qHTS for Inhibitors of Polymerase Eta; actives 1.2% (n = 390,000); Potency, µM (top dose mostly 114 µM), inactives show top-dose activity change, negative = inhibition, hits mostly inhibitors; DNA polymerase eta (Homo sapiens), Q9Y253; recombinant Pol eta, fluorescent DNA replication assay; note: potency is the fitted concentration of half-maximal effect; % is set by controls: 0 for no effect and ±100 for the full control effect
Target sequence (Q9Y253 whole entry, looked up): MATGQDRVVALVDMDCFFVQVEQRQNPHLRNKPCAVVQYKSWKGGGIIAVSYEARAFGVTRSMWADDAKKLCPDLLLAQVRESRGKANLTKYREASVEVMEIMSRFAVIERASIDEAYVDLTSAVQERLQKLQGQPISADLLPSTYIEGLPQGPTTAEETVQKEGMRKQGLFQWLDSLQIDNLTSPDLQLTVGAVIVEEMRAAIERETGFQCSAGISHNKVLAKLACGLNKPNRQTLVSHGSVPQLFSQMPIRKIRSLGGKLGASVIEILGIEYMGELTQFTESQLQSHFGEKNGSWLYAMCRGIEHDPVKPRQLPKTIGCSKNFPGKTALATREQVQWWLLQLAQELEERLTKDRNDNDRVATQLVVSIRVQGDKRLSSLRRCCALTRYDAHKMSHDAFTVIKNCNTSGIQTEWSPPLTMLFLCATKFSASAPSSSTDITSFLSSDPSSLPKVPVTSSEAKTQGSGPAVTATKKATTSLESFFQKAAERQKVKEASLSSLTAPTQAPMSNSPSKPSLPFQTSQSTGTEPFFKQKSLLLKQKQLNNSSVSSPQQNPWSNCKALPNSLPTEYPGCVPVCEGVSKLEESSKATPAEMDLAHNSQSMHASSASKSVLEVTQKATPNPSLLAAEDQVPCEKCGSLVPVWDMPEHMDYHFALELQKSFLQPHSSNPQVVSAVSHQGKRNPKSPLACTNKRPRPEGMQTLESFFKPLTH
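Pol eta at 10 nM preincubated with compounds 15 min at room temperature; reaction started with fluorescent substrate (50 nM final) and read kinetically at 0 and 10 min.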
RGS4 inhibitor – Inhibitors of Regulator of G Protein Signaling (RGS) 4: qHTS; Transcreener GDP fluorescence polarization, RGS4-accelerated GTP hydrolysis; Potency, µM (top dose mostly 114 µM), without a hit: top-dose activity change, negative = inhibition, usual class: inhibitors; actives 0.039% (n = 390,000); AID 504845, 2011; note: potency is the fitted concentration of half-maximal effect; % is set by controls: 0 for no effect and ±100 for the full control effect; nearly all actives have a fitted effect of over 75% in size; some results filed as inactive show a strong effect at the top dose
Target sequence (P49798 whole entry, looked up): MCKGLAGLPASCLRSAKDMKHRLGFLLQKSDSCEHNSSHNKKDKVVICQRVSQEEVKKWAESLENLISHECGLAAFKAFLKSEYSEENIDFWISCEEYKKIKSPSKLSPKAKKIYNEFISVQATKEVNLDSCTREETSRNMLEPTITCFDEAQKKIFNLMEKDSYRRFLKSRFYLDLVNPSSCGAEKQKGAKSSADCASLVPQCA
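MLSMR compounds (23 nl, pin-transferred) preincubated 10 min at room temperature with a 500nM (2x) first reagent, then RGS4 at 900nM (2x) plus Transcreener GDP mix added; fluorescence polarization (620/688 nm) read before and after 90 min at 30 °C.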
ERG-DNA inh – qHTS for Small Molecule Inhibitors of the ERG Ets/DNA interaction | Potency, µM (doses to about 76.9 µM), without a hit: at the highest dose FP activity, negative = inhibition, actives largely listed as inhibitors | actives 0.028% (n = 370,000) | AID 624246, 2012 | fluorescence polarization, His-ERG Ets domain / labelled DNA; active = well fitted inhibition curve with a large enough effect in the polarisation, with a control signal flat; inconclusive = small, poorly fitted or top-dose-only effect, or effect the other way, or a change in a side signal; inactive = no such curve, though single readings can be large or run the other way; the % refers to the polarisation;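 note: polarization taken with two DNA probes labelled with fluorescein and Texas red; potency is the fitted concentration of half-maximal effect; % of control where 0% means no effect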
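His-tagged ERG Ets domain (1 uM in the protein solution; 300mM KCl, 50mM Tris-HCl, 1mM EDTA, 1mM DTT, pH 7.5) received compound, then a probe mix of 5 nM fluorescein-DNA and 100nM Texas-615-DNA. Fluorescence polarization was read for both dyes.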
Apoferritin bind – qHTS Assay for Identification of Novel General Anesthetics | Potency, µM (top dose mostly 77.5 µM), for inactives: at the top dose activity change, negative = displacement, hits mostly inhibitors | AID 485281, 2010 | apoferritin/1-aminoanthracene competitive binding, fluorescence | Ferritin light chain (Equus caballus), P02791 | actives 0.074% (n = 350,000); note: potency is the fitted concentration of half-maximal effect; % is set by controls: 0 for no effect and ±100 for the full control effect; nearly all actives have a fitted effect of over 20% in size
Target sequence (P02791 2-175 limits assumed): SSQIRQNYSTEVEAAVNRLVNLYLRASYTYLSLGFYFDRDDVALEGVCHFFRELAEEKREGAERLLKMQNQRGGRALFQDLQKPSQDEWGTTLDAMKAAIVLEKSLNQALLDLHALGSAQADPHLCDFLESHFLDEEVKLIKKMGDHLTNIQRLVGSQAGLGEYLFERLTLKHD
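Apoferritin-based anesthetic binding model; compound displacement of fluorescent 1-AMA measured as endpoint fluorescence after 10 minutes at room temperature, scaled to free-ligand and complex controls.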
POLB inh – qHTS Assay for Inhibitors of DNA Polymerase Beta; P06746; Pol beta primer extension/strand displacement, fluorescence kinetic; Potency, µM (series often up to 114 µM), without a hit: at the highest dose activity change, negative = inhibition, hits mostly inhibitors; actives 1.3% (n = 340,000); AID 485314, 2010; note: potency is the fitted concentration of half-maximal effect; % is set by controls: 0 for no effect and ±100 for the full control effect
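Human Pol beta at 10 nM; strand-displacement substrate 50 nM final. Compound exposure 15 min at room temperature before start, reaction 10 min at room temperature.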
LDHA block – qHTS assay for inhibitors of human lactate dehydrogenase. actives 0.15% (n = 480,000). purified LDHA, NADH/diaphorase-resazurin fluorescence; active compounds read low. L-lactate dehydrogenase A chain (Homo sapiens), P00338. activity change, % (values are at about 110 or 230 µM); in the data active = activity change below about -30%; inconclusive = mostly about -25% to -30%;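 note: plate controls were DMSO wells for no effect and wells without enzyme for full effect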
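LDH5 2 nM; NADH 0.06 mM, pyruvate 0.2 mM; 200 mM Tris pH 7.4, EDTA, Tween-20; 5 min RT. Detection: diaphorase 0.133 mg/mL + resazurin 37 µM, fluorescence ex540/em590 at 0 and 20 min; normalized to enzyme-free and DMSO wells.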
ALOX12 inh – Primary qHTS assay for inhibitors of human arachidonate 12S-lipoxygenase (ALOX12): Round 2 | purified 12hLO, xylenol orange hydroperoxide absorbance | Potency, µM (highest dose often 108 µM), for inactives: at the top dose activity change, negative = inhibition, actives largely listed as inhibitors | AID 1671190, 2021 | actives 1.1% (n = 580,000) | Polyunsaturated fatty acid lipoxygenase ALOX12 (Homo sapiens), P18054; note: potency is the fitted concentration of half-maximal effect; % is set by controls: 0 for no effect and ±100 for the full control effect
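Purified human 12hLO at 150 nM in 25 mM Hepes, 0.01% Triton X-100, pH 7.0, preincubated 15 min at room temperature with compound. Reaction started with 40 uM arachidonic acid, 30 min at room temperature. Hydroperoxide measured by Fe-xylenol orange, 573/405 nm absorbance ratio.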
APEX1 inh – qHTS Assay for Inhibitors of the Human Apurinic/apyrimidinic Endonuclease 1 (APE1); DNA repair nuclease/redox regulator APEX1 (Homo sapiens), P27695; recombinant APE1, TAMRA/BHQ-2 abasic DNA cleavage fluorescence; Potency, µM (titrated, usually from 65.8 µM), inactives show at the top dose activity change, negative = inhibition, usual class: inhibitors; actives 0.35% (n = 350,000);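 note: potency is the fitted concentration of half-maximal effect; plate controls were vehicle for no effect and reference inhibitor for full effect; nearly all actives have a fitted effect of over 55% in size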
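Measures dequenching upon AP-site incision of a 5'-TAMRA/3'-BHQ-2 THF-containing duplex, 50 nM; human APE1 0.75 nM after 15 min room-temperature exposure to compound; kinetic three-point read at one-minute spacing.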
POLK inh – qHTS for Inhibitors of Polymerase Kappa. purified Pol kappa, fluorescent DNA synthesis assay, 10 min. Potency, µM (top dose mostly 107 µM), for inactives: at the highest dose activity, negative = inhibition, actives largely listed as inhibitors. actives 0.53% (n = 400,000). AID 588579, 2011; note: potency is the fitted concentration of half-maximal effect; % is set by controls: 0 for no effect and ±100 for the full control effect
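10 nM Pol kappa preincubated 15 min at room temperature with compounds, then reaction started with substrate at 50 nM final. Fluorescence read kinetically at 0 and 10 min; buffer-only wells served as negative control.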
An asterisk follows results filed as active; ? = inconclusive; nt = no result given; & = joins results of further samples; [ ] = another dose, or the depositor's remark. Unless noted, calls come from the whole dose curve; as a rule, active = well fitted curve in the direction sought with a large enough effect; inconclusive = small, poorly fitted or top-dose-only effect, or another doubt; inactive = no such curve, though single readings can be large; an effect the other way counts as inactive or inconclusive. This is a subset; rates above refer to the full screens.

Structure | POLH inh | RGS4 inhibitor | ERG-DNA inh | Apoferritin bind | POLB inh | LDHA block | ALOX12 inh | APEX1 inh | POLK inh
CC(O)[C@H]1CNC(=O)C(=O)N1CCCCC1CCCCC1 (some centres undefined) | -10% | -15% | -7% | -4% | 9% | -4 | -2% | 15% | -20%
COc1ccc2c(CNC3CCCC3)c(C(=O)O)n(Cc3ccccc3C)c2c1 | 6% | 1% | 1% | -15% | 23% | 0 | -5% | nt | -2%
Oc1ccc(-c2csc(NCc3ccco3)n2)cc1 | -1% | -18%[56.9 µM] | -11% | ? | 2% | 6 | ? | 0% | -15%
O=C(/C=C/c1ccccc1)c1ccoc1 | -4% | -31% | 4% | -10% | -1% | -3 | -6% | 0% | -13%
Cc1[nH]c2ccccc2c1C(=O)CN1CCC(C(N)=O)(N2CCCCC2)CC1 | -1% | 36% | -5% | -8% | 2% | -10 | 0% | 15% | -2%
O=C(COc1ccc(Cl)cc1)NCCC1=CCCCC1 | 7% | 6% | nt | ? | 20% | -4 | -15% | ? | -5%[60.1 µM]
CC(C)c1nc2sc3ccccc3c(=O)c2c(=O)n1Cc1ccccc1 | -6% | 7% | -14% | -4% | -18% | -2 | 22% | -3% | -23%
Cc1ccc(C(=O)N/N=C2\CCSC2)cc1[N+](=O)[O-] | -16% | 3% | -3% | -9% | 2% | -2 | -10% | -4% | -13%
Cc1ccccc1C(=O)N1CCc2cc(-c3nc(NC(=O)Cc4ccc5c(c4)OCO5)sc3C)ccc21 | 1% | -4% | 2% | 0% | 0.25µM* | -6 | nt | 2% | -16%
C=CCNC(=O)c1ccc2nc(-c3ccccc3)c(-c3ccccc3)nc2c1 | -19% | -10% | -3% | -18% | 17% | -1 | 0% | -4% | -6%
NC(=Nc1ccc(Cl)cc1)c1ccccc1 | -7% | 18% | -1% | -2% | 34% | -19 | -5% | -3% | -6%
COc1ccc(CCN2C(=O)N(c3ccc(F)cc3)C(=O)C2CC(=O)Nc2ccccc2)cc1 (centres undefined) | -22% | -1% | 2% | -15% | 1% | -3 | ? | nt | -25%
N#Cc1cc(C(=O)Cc2ccccc2)c[nH]1 | -9% | 10% | 2% | ? | -25% | -10 | -8% | -4% | -12%
O=C(Cc1c(C(=O)O)[nH]c2ccccc12)NC1CCCC1 | 3% | 4% | 10% | -11% | -11% | -12 | 3% | -2% | -3%
COc1cccc(NC(=O)NCc2c(-c3ccccc3)noc2C)c1 | -8% | -1% | 13% | -11% | -1% | -8 | ? | -1% | -5%
CC(C)n1nc(C(=O)NCCc2ccc(S(N)(=O)=O)cc2)c2ccccc2c1=O | -5% | 20% | 0% | -12% | 20% | 4&0 | 10%&0% | 15% | -7%
COC(=O)CN(c1ccccc1C)S(C)(=O)=O | -5% | -43% | -1% | -2% | 23% | -9 | 0% | -4% | 3%
CC(C)NC(=S)Nc1ccc2[nH]c(=O)[nH]c2c1 | 2% | 11% | 4% | -2% | 12% | -3 | ? | -4% | 0%
CC(C)(C)c1ccc(/C=N/n2cnnc2)cc1 | -22% | ? | 1% | -23% | -20% | -3 | 6% | 2% | 9%
COc1cccc(C2NC(=O)NC(O)(C(F)(F)F)C2C(=O)c2cccnc2)c1OC (centres undefined) | 1% | -22% | 2% | -12% | 4% | -5 | 0% | -1% | -2%
O=c1c(NCCc2ccc(Cl)cc2)nccn1-c1ccccc1 | -5% | 4% | 7% | -11% | 29% | -4 | -8% | nt | 17%
CCc1nnc(NC(=O)C2Cc3ccccc3CN2S(=O)(=O)c2cccs2)s1 (centres undefined) | ? | 18% | -10% | -7% | -14% | 4 | 0% | -6% | ?
COc1ccccc1NC(=O)c1oc2ccccc2c1NC(=O)Cc1cccs1 | 2% | ? | -1% | -1% | -1% | -7 | -24% | nt | 0%
CCOc1cc(C(=O)Nc2ccc3nc(Nc4cccc(Cl)c4)cc(C)c3c2)cc(OCC)c1OCC | -13% | -12% | 1% | 318%[activator] | 14% | -7 | -34% | nt | -7%
CCOc1ccc(NC(=O)c2cnn3c(C(F)F)cc(-c4ccc(C)cc4)nc23)cc1 | -15% | 20% | 2% | -5% | 15% | -10 | -4% | nt | -3%
NS(=O)(=O)c1ccc(NC(=O)C2COc3ccccc3O2)cc1 (centres undefined) | -5% | 9% | -8% | ? | -15% | -2 | 0% | -3% | -3%
O=C(CCc1nc2ccccc2c(=O)[nH]1)OCc1ccccc1F | -15% | 17% | nt | 4% | 0% | -5 | -20% | 2% | -6%
O=c1ccn(CCCBr)c(=O)[nH]1 | -15% | -25% | 6% | -7% | 16% | -4 | 8% | ? | -9%
NC(=O)c1nn(CC(=O)Nc2ccc3c(c2)OCO3)cc1[N+](=O)[O-] | -4% | 5% | -2% | 0% | -1% | -12 | -6% | -1% | -4%
C[C@@H]1CN([C@@H](C)CO)C(=O)c2cccc(NC(=O)c3nc4ccccc4s3)c2O[C@@H]1CN(C)CC1CC1 | -11% | -31% | 5% | nt | nt | 0 | 16% | 25% | 7%
CCOc1ccc(C(=O)NCCNC(=O)c2ccc(OCC)cc2)cc1 | -2% | -20% | -17% | 0% | 12% | -6 | 0% | 6% | -5%
O=C(N/C(=C\c1ccco1)C(=O)N1CCCC1)c1cccs1 | -3% | 4% | -10% | -6% | 2% | 0 | -19% | -3% | 1%
Cn1c(=O)cc(OCCCC(=O)NCc2ccc3c(c2)OCO3)c2ccccc21 | 0% | 20% | -7% | -10% | -9% | -6 | 19% | -2% | -11%
Cc1occc1-c1nnc(SCC(=O)c2cc3ccccc3oc2=O)o1 | ? | -7% | 5% | -5% | ? | -4 | 0% | -4% | -13%
CC1=Nc2ccccc2N=C(NC(=O)CSC(=S)N2CCCCC2)C1c1ccccc1 (centres undefined) | -4% | 33% | -6% | 12% | -4% | -5 | 177%[activator] | -3% | -22%
Cc1cccc(N2CCN(C(=O)CCc3nnc4n(CC(C)C)c(=O)c5ccccc5n34)CC2)c1C | -6% | 14% | 1% | 0% | 13% | -7 | -25% | nt | -5%
COc1cc2c(cc1OC)C(C)N(C(=O)c1cc3c(C)cc(C)cc3[nH]1)CC2 (centres undefined) | -25% | -16% | 3% | -16% | -24% | 2 | -26% | -28% | -4%
O=C1c2ccccc2N[C@@H]2C=CC[C@@H]2N1O | -8% | 15% | -15% | nt | nt | 5 | -5% | 37% | 7%
COC(=O)c1c(NC(=O)C(C)Oc2ccc(Cl)c(C)c2)sc(C)c1C (centres undefined) | -13% | -29% | -9% | -9% | 6% | 1 | -18% | nt | 3%
COc1cc2c(cc1OC)CN(c1ncccc1[N+](=O)[O-])CC2 | -14% | 2% | 3% | -1% | 44% | -10 | ? | 7% | -18%
CC(=O)c1c(C)nc2ccc([N+](=O)[O-])cc2c1-c1ccccc1 | -24% | ? | 6% | ? | 2% | 7 | ? | 1% | -4%
O=C(NCC1OCCCN1S(=O)(=O)c1ccc(F)cc1)C(=O)NC1CCCC1 (centres undefined) | -12% | 16% | -11% | -10% | 27% | -8 | -9% | -1% | -14%
COc1ccc(C)c2sc(NC(=O)c3ccc(S(=O)(=O)N4CCCCC4)cc3)nc12 | -9% | 3% | 0% | -5% | 19% | -7 | -12% | nt | -6%[60.1 µM]
CC(=O)c1ccc(NC(=O)CCCc2nc(-c3cccc(C)c3)no2)cc1 | -17% | -20% | -16% | -2% | 10% | -1 | 0% | nt | 5%
COc1ccccc1CNC(=O)c1n[nH]c2ccccc12 | 1% | 16% | 8% | 2% | 5% | -10 | -1% | 2% | -13%

In a second layout: 2 of the compounds above.
> O=C1c2ccccc2N[C@@H]2C=CC[C@@H]2N1O
  POLH inh: -8%; RGS4 inhibitor: 15%; ERG-DNA inh: -15%; Apoferritin bind: nt; POLB inh: nt; LDHA block: 5; ALOX12 inh: -5%; APEX1 inh: 37%; POLK inh: 7%

> CC(=O)c1ccc(NC(=O)CCCc2nc(-c3cccc(C)c3)no2)cc1
  POLH inh: -17%; RGS4 inhibitor: -20%; ERG-DNA inh: -16%; Apoferritin bind: -2%; POLB inh: 10%; LDHA block: -1; ALOX12 inh: 0%; APEX1 inh: nt; POLK inh: 5%

Other results:
Structure | POLH inh | RGS4 inhibitor | ERG-DNA inh | Apoferritin bind | POLB inh | LDHA block | ALOX12 inh | APEX1 inh | POLK inh
Cc1cc(C(=O)NCCc2ccc(S(N)(=O)=O)cc2)c(C)o1 | -3% | 35% | -12% | -2% | -17% | -6 | 15% | 34% | -15%
O=C(COC(=O)[C@@H]1CC(O)CN1S(=O)(=O)c1ccccc1[N+](=O)[O-])Nc1ccc2ccccc2c1 (some centres undefined) | -22% | 5% | 4% | ? | 9% | -6 | -9% | -5% | -6%
COc1cc(C)ccc1S(=O)(=O)N1CCN(C23CC4CC(CC(C4)C2)C3)CC1 | -12% | -52% | 3% | -19% | ? | 1 | -12% | -6% | -11%
O=C(Nc1ccccc1Cl)[C@H](CSCc1ccccc1)N1Cc2ccccc2C1=O | -25% | -5% | 1% | 47%[activator] | 3% | 1 | -12% | nt | -14%

Assay outcomes as filed in PubChem BioAssay.
